IL-2 act – activates IL-2 in a cell-based reporter assay; IL-2 activation reporter assay, cell-based qHTS; stimulated with anti-CD3/CD4/CD28 beads; in transgenic mouse T cells; activation, % (series mostly up to about 46 µM); 0.065% of 360,000 active; AID 652025; in the data active = activation above about 50%; inconclusive = mostly about 30% to 49%; also: 0% is about no effect
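First, unstimulated transgenic mouse T cells were exposed to compound for 60 min. Next, anti-CD3/anti-CD4-coated beads with anti-CD28 were added. Finally, after 18 h at 37 degrees C, EGFP and DsRed were imaged.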
PLK1 PBD inh – PLK1 (human) polo-box domain binding inhibition | 2.8% of 360,000 active | P53350 | Plk1 PBD binding of FITC phosphopeptide, fluorescence polarization | Potency, µM, without a hit: max response, negative = inhibition, usual class: inhibitors | AID 720504; also: potency is read from the fitted curve at half-maximal effect; series mostly up to about 57 µM; % is scaled to controls: 0 for no effect and ±100 for the full control effect; nearly all actives have a fitted effect of over 65% in size
Target sequence (P53350 whole entry, looked up, the tested form may be a part): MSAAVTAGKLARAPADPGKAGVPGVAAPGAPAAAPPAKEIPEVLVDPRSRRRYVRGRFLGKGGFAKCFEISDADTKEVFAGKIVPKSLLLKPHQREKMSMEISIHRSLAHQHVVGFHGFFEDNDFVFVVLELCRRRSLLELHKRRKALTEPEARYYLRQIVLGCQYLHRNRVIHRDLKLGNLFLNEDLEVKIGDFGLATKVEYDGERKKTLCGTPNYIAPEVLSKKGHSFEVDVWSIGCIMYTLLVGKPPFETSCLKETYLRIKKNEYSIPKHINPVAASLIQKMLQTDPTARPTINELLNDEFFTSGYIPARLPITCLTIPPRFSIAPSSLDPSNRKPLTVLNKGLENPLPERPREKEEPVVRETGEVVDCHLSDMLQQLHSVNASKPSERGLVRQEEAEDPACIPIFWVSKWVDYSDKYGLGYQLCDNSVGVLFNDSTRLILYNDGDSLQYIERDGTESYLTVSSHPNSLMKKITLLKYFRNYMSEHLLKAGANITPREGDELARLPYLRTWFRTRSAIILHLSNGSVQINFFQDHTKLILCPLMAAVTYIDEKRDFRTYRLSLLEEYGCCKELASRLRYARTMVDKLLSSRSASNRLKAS
aSyn rescue – inhibitors of alpha-synuclein toxicity in yeast; AID 652106; Potency, µM (series often up to 46.1 µM), for the others: at the highest dose growth rescue (activation), actives largely listed as activators; Yeast expressing alpha-synuclein, growth rescue, BacTiter-Glo, 24 h; 0.14% of 370,000 active; also: potency is read from the fitted curve at half-maximal effect; % of control where 0% means no effect; nearly all actives have a fitted effect of over 65% in size
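Rescue of yeast growth: cells expressing toxic alpha-synuclein, induced in galactose at OD600 0.02, incubated with compound 24 h at 30 C. ATP luminescence quantified growth; inhibitors of toxicity appear as activators.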
WRN helicase inh – WRN helicase (human) inhibition | Q14191 | WRN helicase unwinding, fluorescent forked duplex, kinetic | Potency, µM (top dose mostly 114 µM), without a hit: top-dose activity change, negative = inhibition, hits mostly inhibitors | 0.46% of 360,000 active; also: potency is read from the fitted curve at half-maximal effect; % is scaled to controls: 0 for no effect and ±100 for the full control effect; nearly all actives have a fitted effect of over 55% in size
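WRN at 20 nM final was preincubated with compound for 15 min at room temperature; reaction started with 100 nM forked duplex oligonucleotide carrying fluorophore and quencher plus 2 mM ATP (final). Unwinding followed kinetically by red fluorescence (ex 525/em 598 nm).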
EPAC1 ag – agonists of human EPAC1; 0.073% of 360,000 active; Potency, µM (highest dose often 154 µM), for the others: at the highest dose activation, most hits filed as activators; EPAC1 agonist qHTS, biochemical assay; response scale: 100% = response to 6.5 mM cAMP; O95398; also: potency is read from the fitted curve at half-maximal effect; nearly all actives have a fitted effect of over 60% in size
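Nucleotide exchange by EPAC1 (100 nM) on Rap1B–BODIPY-GDP (250 nM) in the presence of 50 uM GDP is tracked fluorescently at 480/540 nm over 30 min. Signals are normalized to a 6.5 mM cAMP control.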
Abeta yeast res – restores growth of yeast expressing A-beta42 peptide; Potency, µM (highest dose often 46.1 µM), for inactives: at the highest dose growth rescue, hits mostly activators; 0.063% of 410,000 active; yeast expressing A-beta42, growth rescue, OD600, 48 h; response scale: 0% DMSO, 100% iron-clioquinol control; also: potency is read from the fitted curve at half-maximal effect; nearly all actives have a fitted effect of over 55% in size
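Yeast growth medium received pinned compounds, then yeast cells expressing toxic A-beta were added; plates incubated at 30 C for 48 hr. Growth read as absorbance at 600 nm, normalized to DMSO and equimolar FeCl3 plus clioquinol controls.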
EPAC1 antag – antagonists of human EPAC1; O95398; EPAC1 GEF assay, Rap1b-BODIPY-GDP exchange fluorescence; 0.14% of 360,000 active; Potency, µM (doses to about 115 µM), inactives show top-dose activity change, negative = inhibition, hits mostly inhibitors;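 also: potency is read from the fitted curve at half-maximal effect; plate controls were vehicle for no effect and positive control for full effect; nearly all actives have a fitted effect of over 50% in size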
FUS suppressor – FUS proteinopathy suppression in yeast; AID 1347120; 0.24% of 390,000 active; S. cerevisiae FUS-expressing, growth rescue, OD600, 24 h; Potency, µM (series often up to 76.6 µM), for inactives: at the highest dose growth rescue (activation), actives largely listed as activators;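 also: potency is read from the fitted curve at half-maximal effect; plate controls were DMSO vehicle for no effect and reference control for full effect; nearly all actives have a fitted effect of over 55% in size; some results filed as inactive show a strong effect at the top dose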
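Yeast expressing FUS under galactose induction, OD 0.005 in 2% galactose medium; compounds in a dilution series, 24 h at 30C. Growth rescue by absorbance at 600 nm; CP55940 positive control, DMSO negative.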
PI5P4Ka inh – PI5P4K alpha (human) kinase inhibition; PI5P4Kalpha enzyme, ADP-Glo luminescence, 60 min; hits give low values; 1.2% of 330,000 active; P48426; max response, %; active = max response of -50% or lower; inconclusive = between -30% and -50%; inactive = -30% or higher; also: value at the top dose of about 77 µM; % is scaled to controls: 0 for no effect and ±100 for the full control effect
Target sequence (P48426 whole entry, looked up): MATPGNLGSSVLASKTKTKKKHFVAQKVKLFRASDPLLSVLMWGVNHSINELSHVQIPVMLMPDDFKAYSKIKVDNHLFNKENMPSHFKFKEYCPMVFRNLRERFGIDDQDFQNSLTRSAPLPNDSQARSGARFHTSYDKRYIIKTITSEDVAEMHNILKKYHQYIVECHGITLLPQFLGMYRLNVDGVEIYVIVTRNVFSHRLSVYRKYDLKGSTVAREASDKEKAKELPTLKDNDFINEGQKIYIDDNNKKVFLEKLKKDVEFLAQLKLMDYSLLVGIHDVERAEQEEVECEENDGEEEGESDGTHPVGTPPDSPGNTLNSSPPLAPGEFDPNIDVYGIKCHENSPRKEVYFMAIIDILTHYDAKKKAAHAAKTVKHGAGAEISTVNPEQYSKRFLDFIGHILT
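Controls without substrate or without enzyme flank wells where PI5P4Kalpha converts substrate using 5 microM ATP (final). Incubation lasts 60 minutes at room temperature; ADP formed is read by ADP-Glo luminescence.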
Active calls of the source: *; ? = inconclusive; nt = no result given; [ ] = another dose, or the depositor's remark. Unless noted, calls follow the shape of the dose curve; as a rule, active = well fitted curve in the direction sought with a large enough effect; inconclusive = small, poorly fitted or top-dose-only effect, or another doubt; inactive = no such curve, though single readings can be large; an effect the other way counts as inactive or inconclusive. Rows are unselected; any-hit rate near 4.1%.

SMILES	IL-2 act	PLK1 PBD inh	aSyn rescue	WRN helicase inh	EPAC1 ag	Abeta yeast res	EPAC1 antag	FUS suppressor	PI5P4Ka inh
S=c1[nH]nc(CSc2nc3ccccc3s2)n1Cc1ccccc1	-3.6	-24%	-2%	-7%	17%	7%	-9%	24%	-7
COc1cc(NC(=O)C2CC(=O)NC3=C2C(=O)CCC3)c(OC)cc1Cl (stereo not drawn)	0.3	-3%	?	-15%	-2%	-9%	5%	15%	nt
COC1OC2COC(c3ccccc3)OC2C(O)C1NC(=O)c1ccccc1 (stereo not drawn)	0.7	-8%	-2%	0%	1%	0%	0%	nt	1
Cc1nnc(SC(C)C(=O)NCC2CCCO2)n1-c1ccccc1 (stereo not drawn)	-1.3	-3%	1%	5%	0%	-16%	7%	1%	-4
CC1(C(=O)NCc2ccccc2)CSCC(=O)N1CC(F)(F)F (stereo not drawn)	-0.6	0%	0%	1%	-3%	-2%	-3%	-18%	-2
O=[n+]1c2c(n([O-])c3cc(Br)ccc31)CCCC2	1.8	-2%	-3%	-4%	-21%	-13%	-13%	3%	4
O=C(CN1C(=O)NC(CCc2ccccc2)C1=O)Nc1ccc(F)c(F)c1F (stereo not drawn)	0.2	-12%	-3%	1%	-1%	-10%	-28%	-9%	-7
Cc1ccc(C2c3sc(=O)[nH]c3SC3C4CC(C5C(=O)N(C(C)C(=O)O)C(=O)C45)C23)cc1 (stereo not drawn)	0.5	-23%	2%	-27%	4%	23%	-10%	nt	-1
COc1ccc(NCc2ccsc2)cc1	-0.5	-4%	1%	-2%	18%	-3%	14%	1%	4
O=[N+]([O-])c1ccc(N/N=C\c2ccccc2OCc2ccccc2)cc1	-1.2	17%	3%	-16%[57.1 µM]	15%	7%	-3%	11%	5
c1ccc(-c2nnc(-c3ccccc3)c(-c3c[nH]c4ccccc34)n2)cc1	2.0	-2%	4%	-16%[57.1 µM]	16%	30%	14%	-23%	11
CCN(CC)S(=O)(=O)c1ccc(NC2CCN(Cc3ccccc3)CC2)nc1	0.0	2%	1%	-3%	4%	11%	18%	11%	-2
C=CCNc1nc2c(c(=O)n(C)c(=O)n2C)n1CC	-0.9	-2%	-8%	-5%	9%	-12%	-3%	-23%	3
COc1ccc(S(=O)(=O)CCC(=O)Nc2c(C)cccc2C)cc1	-2.3	-17%	1%	-9%	12%	0%	13%	0%	-6
O=C(/C=C/c1ccco1)Nc1ccccc1N1CCOCC1	-4.5	-3%	-9%	4%	2%	1%	11%	nt	-4
COc1ccc(C(=O)NC(C(=O)NCC2CCCO2)C(C)C)cc1 (stereo not drawn)	-1.2	-4%	-6%	-35%	1%	-12%	-19%	-3%	-8
CN(C)C(=O)OCC1COc2ccccc2O1 (stereo not drawn)	-0.6	2%	0%	9%	-2%	4%	8%	-2%	2
CCOC(=O)c1c(C)[nH]c(C(=O)C(C)OC(=O)c2cccc(OCc3c(C)noc3C)c2)c1C (stereo not drawn)	-0.4	-8%	1%	31%	11%	12%	?	?	9
CC(=O)Nc1ccc2c(c1)C(N1CC3CCC(CC3)C1)c1ccccc1-2 (stereo not drawn)	1.1	3%	-6%	-22%	17%	1%	-18%	16%	13
COCC(=O)Nc1ccccc1NC(C)=O	-2.5	-1%	-7%	12%	-2%	11%	13%	5%	-2
Cc1ccc(C)c(OCCCCn2cnc3ccccc3c2=O)c1	-2.8	-1%	-6%	-1%	2%	-19%	-8%	37%	nt
COc1ccc(OCC(=O)N2CCN(c3nnc(-c4ccc(C)cc4)c4ccccc34)CC2)cc1	0.2	19%	3%	-32%	5%	-17%	-3%	8%	1
COc1ccc(OCC(O)CN(C)C(=O)C(C)Oc2ccccc2)cc1 (stereo not drawn)	-0.4	-2%	1%	6%	0%	-14%	8%	12%	-3
O=C(NC1CCCCC1)C1c2ccccc2OCC(=O)N1CC(F)(F)F (stereo not drawn)	0.7	-1%	2%	12%	-14%	-7%	10%	5%	-6

A few values from the entries so far:
In PLK1 PBD inh, `COCC(=O)Nc1ccccc1NC(C)=O` has the entry -1%
In aSyn rescue, `O=C(NC1CCCCC1)C1c2ccccc2OCC(=O)N1CC(F)(F)F` (stereo not drawn) has the entry 2%

More results follow.
SMILES	IL-2 act	PLK1 PBD inh	aSyn rescue	WRN helicase inh	EPAC1 ag	Abeta yeast res	EPAC1 antag	FUS suppressor	PI5P4Ka inh
Cc1c(/C(O)=C2\C(=O)C(=O)N(CCN(C)C)C2c2ccccc2)cnn1-c1ccccc1 (stereo not drawn)	-1.3	-7%	-1%	0%	-4%	-7%	-17%	3%	1
CN(Cc1ccccc1)Cc1nc2c(c(=O)n(C)c(=O)n2C)n1Cc1ccccc1Cl	-3.0	-4%	-11%	-9%	1%	4%	1%	21%	nt
N#Cc1ccccc1N=C1CCCN1Cc1ccccc1	0.7	-11%	-2%	6%	-2%	7%	-6%	3%	0
O=c1cc(CO)oc(C(Nc2ccccn2)c2ccc(F)cc2)c1O (stereo not drawn)	0.2	15µM*	-3%	-17%	7%	-16%	-1%	4%	-3
COC(=O)[C@]1(C)N[C@H](CN(C)S(=O)(=O)c2ccc(C(C)(C)C)cc2)[C@@H]2C(=O)N(C)C(=O)[C@@H]21	0.9	-4%	2%	6%	-17%	-11%	4%	4%	1
CC(C)NC(=O)COC(=O)c1ccc(Cl)c(S(=O)(=O)N2CCCC2)c1	-0.4	-7%	-2%	4%	0%	16%	?	8%	-4
O=C1C(Cc2ccccc2)C(c2ccccc2)N1c1ccccc1 (stereo not drawn)	-0.4	3%	-11%	-4%	9%	6%	-16%	16%	21
O=C1C[C@H](NC(=O)OCc2ccccc2)CO1	1.3	-2%	2%	-6%	19%	-14%	2%	-12%	1
O=C(Oc1ccccc1C(=O)Nc1ccccc1)c1ccc(Br)c([N+](=O)[O-])c1	-3.0	?	-24%	-4%	-7%	-46%[inhibitor]	-15%	9%	-3
CCc1ccc(Nc2nnc(SCC(=O)NCCN3C(=O)CSC3=O)s2)cc1	-0.5	-8%	-10%	-1%	-2%	-7%	2%	-3%	1
O=C(CNC(=O)OCc1ccccc1)NCC(=O)N1CCCC1C(=O)OCc1ccccc1 (stereo not drawn)	0.0	-8%	-1%	8%	6%	5%	7%	12%	-10
CS(=O)(=O)N(CCc1ccccc1)CC(=O)N1CCc2ccccc2C1	-0.2	-4%	4%	-6%	-1%	35%	-10%	8%	3

Part of the list above in order of SMILES length, falling:
SMILES	IL-2 act	PLK1 PBD inh	aSyn rescue	WRN helicase inh	EPAC1 ag	Abeta yeast res	EPAC1 antag	FUS suppressor	PI5P4Ka inh
CN(Cc1ccccc1)Cc1nc2c(c(=O)n(C)c(=O)n2C)n1Cc1ccccc1Cl	-3.0	-4%	-11%	-9%	1%	4%	1%	21%	nt
O=C1C[C@H](NC(=O)OCc2ccccc2)CO1	1.3	-2%	2%	-6%	19%	-14%	2%	-12%	1
N#Cc1ccccc1N=C1CCCN1Cc1ccccc1	0.7	-11%	-2%	6%	-2%	7%	-6%	3%	0

Marked active in PLK1 PBD inh, among the entries above:
compound | IL-2 act | PLK1 PBD inh | WRN helicase inh | EPAC1 antag | FUS suppressor | PI5P4Ka inh
O=c1cc(CO)oc(C(Nc2ccccn2)c2ccc(F)cc2)c1O (stereo not drawn) | 0.2 | 15µM* | -17% | -1% | 4% | -3

Only WRN helicase inh, for 5 of the compounds above:
smiles,WRN helicase inh
Cc1c(/C(O)=C2\C(=O)C(=O)N(CCN(C)C)C2c2ccccc2)cnn1-c1ccccc1 (stereo not drawn),0%
CN(Cc1ccccc1)Cc1nc2c(c(=O)n(C)c(=O)n2C)n1Cc1ccccc1Cl,-9%
N#Cc1ccccc1N=C1CCCN1Cc1ccccc1,6%
O=c1cc(CO)oc(C(Nc2ccccn2)c2ccc(F)cc2)c1O (stereo not drawn),-17%
COC(=O)[C@]1(C)N[C@H](CN(C)S(=O)(=O)c2ccc(C(C)(C)C)cc2)[C@@H]2C(=O)N(C)C(=O)[C@@H]21,6%

The list goes on:
SMILES	IL-2 act	PLK1 PBD inh	aSyn rescue	WRN helicase inh	EPAC1 ag	Abeta yeast res	EPAC1 antag	FUS suppressor	PI5P4Ka inh
O=C1c2ccc([N+](=O)[O-])cc2C(=O)N1c1c[nH]c(=O)[nH]c1=O	2.0	-9%	-8%	2%	12%	-7%	-2%	3%	1
CC(C)N(CC#CC(O)(c1ccccc1)c1ccccc1)C(C)C	-0.8	-6%	-3%	-34%	5%	-1%	-4%	-8%	4
Cn1nnc(NC(=S)NC(=O)Cc2ccccc2)n1	1.3	-16%	-6%	-7%	7%	21%	-5%	12%	4
COc1ccc(-c2c(C)nn3c(NC4CCCC4)cc(C)nc23)cc1OC	1.6	-6%	-5%	-5%	9%	-5%	1%	-4%	8
CC(=O)N1c2ccc(S(=O)(=O)N3c4ccccc4CC3C)cc2CC1C (stereo not drawn)	0.1	1%	23%	-3%	1%	-9%	-23%	23%	6
CCCCCn1nc(C)c2c(C)cc(=O)[nH]c21	0.6	-9%	-1%	10%	6%	?	-2%	-13%	4
COc1ccc(/C=C/C(=O)NCC2COc3ccccc3O2)cc1OC (stereo not drawn)	-1.5	-7%	12%	-5%	0%	-12%	-17%	21%	0
COCCCn1c(C)nnc1SCc1ccc(C(C)(C)C)cc1	-3.0	-15%	5%	4%	3%	-5%	-5%	17%	1
Cc1ccccc1-c1nn(-c2ccc(F)cc2F)cc1CNCCN(C)C	0.5	-6%	3%	4%	5%	-4%	-5%	11%	16
Cc1cc(C)c(S(=O)(=O)N(C)CC(=O)NCCCn2ccnc2)c(C)c1	-0.7	4%	6%	-2%	-5%	0%	6%	3%	5
CCOC(=O)C1C(=O)NC(N2CCN(Cc3ccccc3)CC2)=NC1c1ccccc1 (stereo not drawn)	-3.0	-5%	0%	3%	10%	-4%	-6%	27%	nt
COc1ccc(C(=O)OCC(=O)N2c3ccccc3CC2C)cc1S(=O)(=O)N1CCOCC1 (stereo not drawn)	-1.8	-6%	0%	7%	0%	6%	-3%	-46%	-1
CNc1nc(Oc2ccc(C(=O)OC)cc2)nc(SC)n1	-2.9	-9%	-1%	-3%	0%	11%	5%	7%	nt
